# Neddyl block: cullin neddylation inhibition | P61081+Q13564 | 0.58% of 360,000 active | AID 651699 | TR-FRET cullin neddylation, biochemical | calls only at 25 µM; in the data active means inhibition above about 36%
# MLLE-PAM2 inh: blocks PAM2 peptide binding to the PABP1 MLLE domain; P11940; inhibition, % at 20 µM; 0.36% of 360,000 active; AID 588489; GST-MLLE / FITC-PAM2 fluorescence polarization; in the data active means inhibition above about 35%, passing the limit was not always enough;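 further: plate controls were DMSO wells with GST-MLLE for no effect and wells lacking GST-MLLE protein for full effect; some results filed as inactive read as strong as hits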
# eLon inh: E. coli protease La inhibition. P0A9M0. purified E. coli Lon protease, fluorescence polarization. inhibition, % at 7.94 µM. 0.42% of 360,000 active; in the data active means inhibition above about 13%, passing the limit was not always enough;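 further: 0% = enzyme with probe and DMSO and 100% = no enzyme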
# Target sequence (P0A9M0 whole entry, looked up): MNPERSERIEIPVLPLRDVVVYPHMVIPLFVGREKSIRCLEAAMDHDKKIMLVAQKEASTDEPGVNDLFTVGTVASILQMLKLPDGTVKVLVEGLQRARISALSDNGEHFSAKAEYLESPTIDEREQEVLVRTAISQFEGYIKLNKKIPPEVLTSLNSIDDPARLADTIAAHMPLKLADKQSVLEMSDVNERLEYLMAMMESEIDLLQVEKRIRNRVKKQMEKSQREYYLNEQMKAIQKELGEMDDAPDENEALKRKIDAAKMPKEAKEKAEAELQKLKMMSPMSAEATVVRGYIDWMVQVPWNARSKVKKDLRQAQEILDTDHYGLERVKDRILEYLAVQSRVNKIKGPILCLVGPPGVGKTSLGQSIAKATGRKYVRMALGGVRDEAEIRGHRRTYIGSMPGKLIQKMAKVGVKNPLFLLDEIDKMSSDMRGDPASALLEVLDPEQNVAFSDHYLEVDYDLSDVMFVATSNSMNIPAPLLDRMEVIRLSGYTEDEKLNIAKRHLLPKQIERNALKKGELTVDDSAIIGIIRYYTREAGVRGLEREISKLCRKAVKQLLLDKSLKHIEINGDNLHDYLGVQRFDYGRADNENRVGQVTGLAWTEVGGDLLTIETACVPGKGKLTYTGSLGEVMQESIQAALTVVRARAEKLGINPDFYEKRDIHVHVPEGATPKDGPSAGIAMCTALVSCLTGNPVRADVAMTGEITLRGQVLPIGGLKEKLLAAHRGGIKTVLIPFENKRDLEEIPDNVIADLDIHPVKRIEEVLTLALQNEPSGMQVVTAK
# MsrA act: activators of bovine methionine sulfoxide reductase A | purified bovine MsrA, absorbance read-out | activation, % at 10.6 µM | 0.3% of 360,000 active; in the data active means activation above about 7.5%;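 further: 0% = vehicle and 100% = reference activator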
# MsrA inh: inhibitors of bovine MsrA | 0.75% of 360,000 active | inhibition, % at 15.5 µM | purified bovine MsrA, absorbance read-out; in the data active means inhibition above about 4.5%;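 further: 0% = vehicle wells with enzyme and 100% = reference inhibitor wells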
# FAS TE block: inhibitors of human fatty acid synthase thioesterase domain; recombinant FAS-TE, OMFH fluorogenic substrate, fluorescence endpoint; inhibition, % at 15 µM; 0.67% of 360,000 active;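 active means compounds whose normalised, plate-corrected inhibition of enzyme fluorescence in the single-dose primary screen is 50% or more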;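 further: 0% = DMSO with enzyme and 100% = substrate without enzyme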
# Rin1-Abl PPI inh: inhibitors of human Rin1-Abl protein interaction; P00519+Q13671; TR-FRET Rin1/Abl binding, biochemical; inhibition, % at 7.35 µM; 0.4% of 360,000 active; in the data active means inhibition above about 5%, passing the limit was not always enough
# CSN deneddyl inh: blocks human CSN-mediated cullin deneddylation; Q92905; Purified CSN, SCF-Nedd8-OG deneddylation, fluorescence polarization; inhibition, % at 12.5 µM; 0.38% of 360,000 active; AID 651999;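 active means pattern-corrected inhibition above about 35%, with an unprinted fluorescence ratio check between 0.5 and 1.5, limit read from the data, passing the limit was not always enough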;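 further: 0% = enzyme with substrate and 100% = substrate without enzyme; some results filed as inactive read as strong as hits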
#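 Test system: purified human Csn5 enzyme expressed in HEK293T cells. Amount: 0.24 nM enzyme. Reagent: SCFSkp2-Nedd8OG substrate at 10 nM final. Schedule: 90 min incubation of compound, enzyme and substrate at room temperature. Detection: fluorescence polarization. Read-out: % inhibition of substrate cleavage by Csn5.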
# Tb MetRS inh: blocks T. brucei methionyl-tRNA synthetase activity; 0.4% of 360,000 active; AID 624268; inhibition, % at 11.9 µM; purified T. brucei MetRS, ATP depletion, Kinase-Glo luminescence;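 active means inhibition above a per-plate cutoff of the control wells' mean inhibition plus 3 SD, cut at about 5.5% in these data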;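 further: 0% = DMSO wells median and 100% = median of wells with control inhibitor compound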
#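 Material: parasite MetRS enzyme / Replication: singlicate, one well per compound / Signal: luminescence of leftover ATP / Schedule: 2 h aminoacylation at 25 °C after 15 min preincubation / Medium: HEPES-MgCl2-KCl buffer plus DTT, spermine, BSA, pyrophosphatase / Doses: 11.9 µM single point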
# The depositor's hits bear a star; i = inactive; x = no result given.
SMILES,Neddyl block,MLLE-PAM2 inh,eLon inh,MsrA act,MsrA inh,FAS TE block,Rin1-Abl PPI inh,CSN deneddyl inh,Tb MetRS inh
O=S(=O)(c1ccc(F)cc1)n1ccc2cccnc21,i,7,-7,-3,1.3,-4,1,-6,-0.3
CCOC(=O)C1=C(C)NC(=O)NC1c1ccoc1 (stereo not drawn),i,17,1,-1,0.1,-1,1,1,-1.0
Cn1c(Cc2csc(N)n2)nnc1SC/C=C/c1ccccc1,i,-58,0,-5,1.2,-6,-3,-1,-1.1
Cc1ccc(C)c(NC(=O)c2cc(C)nc3ccccc23)c1,i,0,3,-4,0.8,-6,0,0,0.9
CCOC(=O)CSc1nc2ccccc2c(=O)n1CC1COc2ccccc2O1 (stereo not drawn),i,7,-3,-2,0.4,29,0,6,-0.6
Cc1ccc(-c2noc(CCCC(=O)Nc3cccnc3)n2)cc1,i,2,1,-2,0.7,-8,-1,-1,0.1
Cn1c(=O)n(CCc2ccccc2)c(=O)c2c1nc1n2CCCN1CCc1ccccc1,i,-42,-2,-11,-0.2,21,0,-3,-2.4
O=C(OCC#CCSc1nc2ccccc2o1)c1cc2ccccc2o1,i,-2,-1,1,0.2,21,-1,3,-0.2
CC1CCN(c2nc(-c3ccncc3)nc3ccccc23)CC1,i,-5,-3,-12,2.2,11,-2,4,-1.5
COc1cccc(/C=C2\Oc3cc(OCC(=O)N4Cc5ccccc5C[C@H]4C(=O)O)ccc3C2=O)c1,i,2,11,-5,x,1,-3,11,-0.3
Cc1nc([N+](=O)[O-])cn1-c1ccc(N)cc1,i,-48,-2,-4,1.0,-10,-4,-11,0.3
CC1CSc2ccccc2NC1=S (stereo not drawn),i,31,2,-9,1.0,-5,-4,1,-0.9
O=C(CSc1nnc(-c2cccc(F)c2)o1)N1CCOCC1,i,3,-6,-3,1.5,-3,-1,2,-0.1
COCCC1CCCCN1C(=O)c1cc(COc2ccc(C)nc2)on1 (stereo not drawn),i,8,-4,-3,0.4,-5,4,-4,-0.1
COc1cccc(CC(=O)OCC(=O)c2cc(OC)c(OC)c(OC)c2)c1,i,0,6,8.7*,-0.8,5,0,1,-0.3
c1ccc2nc(N3CCCC3)c(N3CCCCC3)nc2c1,i,4,-7,1,0.0,14,-1,-4,-0.3
CC(/C=C1\SC(=S)N(NC(=O)c2ccc(C)cc2)C1=O)=C\c1ccccc1,i,-37,-3,-11,x,18,3,1,-1.4
COc1cccc2cc(C(=O)OC3CCN(C)CC3)c(=O)oc12,i,0,-4,-2,0.8,-8,-4,2,-0.6
CC1CC(C)CN(C(=O)CSc2nnc(N)s2)C1 (stereo not drawn),i,6,7,-5,0.0,-5,0,3,-0.1
COCCNC(=O)CN(c1cccc(OC)c1)S(=O)(=O)c1ccc(C)cc1,i,4,7,-10,-0.5,-8,3,1,-0.7
COc1ccc(-c2sc3ccc(OC)cc3c2-c2ccc(O)cc2)cc1,i,-9,-1,-13,-0.1,30,1,4,-3.2
CSCCC(NC(=O)c1ccc([N+](=O)[O-])cc1Cl)C(=O)OCC(=O)NCCCc1ccccc1 (stereo not drawn),i,12,7,-10,-0.7,36,8,-11,-1.0
C=CCn1c(C)cc(C(=O)CN2C(=O)c3ccccc3S2(=O)=O)c1C,i,-4,8,-7,x,1,1,-4,-0.6
CCC(C)NC(=O)CSc1nc2c(sc(=S)n2-c2cc(Cl)ccc2OC)c(=O)[nH]1 (stereo not drawn),i,18,-2,0,1.7,1,2,3,0.1
O=C1CN(CC(=O)Nc2cccc(Cl)c2Cl)c2ccccc2N1,i,-77,-26,-7,2.1,-26,-1,0,0.1
COc1ccc(OC)c(S(=O)(=O)N(C)CC(=O)N2CCN(c3cccc(Cl)c3)CC2)c1,i,-7,1,-3,0.7,2,-1,0,-1.4
COc1cc2c(cc1NC(=O)C1CCCO1)oc1ccccc12 (stereo not drawn),i,-2,-6,-3,1.0,14,2,-4,-1.1
Cc1ccc(S(=O)(=O)CCc2nnc(NC(=O)c3cnccn3)s2)cc1,i,2,1,-4,-0.5,-4,-5,-1,-1.3
O=C1CC(N2CCC(c3nc4ccccc4s3)CC2)C(=O)N1Cc1ccccc1 (stereo not drawn),i,4,-3,-1,-0.9,5,-4,-7,0.9
O=C(COC(=O)CSc1ccc(F)cc1)NCC1CCCCC1,i,2,-17,-3,0.4,-5,1,3,-0.1
NC(=O)CN(Cc1ccccc1)S(=O)(=O)c1ccc2c(c1)OCCO2,i,7,-4,-3,0.5,-6,3,-4,0.0
CCOC(=O)c1cccc(NC(=O)CSc2nc3cccnc3n2C)c1,i,-2,-8,-13,-0.9,-6,5,2,-0.9
O=C(Cc1ccc(F)cc1)NCc1cccnc1,i,1,-1,-2,1.1,-4,3,3,-0.1
O=C(Nc1cscc1S(=O)(=O)c1ccccc1)c1ccccc1Cl,i,-1,2,2,-0.3,10,0,8,0.1
Cc1c(CCO)c(=O)[nH]n1S(=O)(=O)c1ccc(Cl)cc1Cl,i,7,-17,-1,-0.5,-2,0,7,-0.4
O=C(O)c1cccc2c1C(=O)c1ccc(-c3ccc(Cl)c(C(F)(F)F)c3)cc1S2(=O)=O,i,-4,2,-8,x,3,-1,1,-0.3
COc1ccc(N2CCN(C(=O)c3ccc(Cl)c(S(=O)(=O)N4CCOCC4)c3)CC2)cc1,i,-3,-1,-1,0.4,-2,-1,1,-0.2
COc1ccccc1OCCOCCOc1ccc(C)cc1[N+](=O)[O-],i,9,-2,-3,0.1,9,-1,-15,-0.5
CSc1ccccc1NC(=O)C1(C)CCN1C(=O)Cc1ccc(-c2ccccc2)cc1 (stereo not drawn),i,1,4,-5,-0.1,28,-2,-1,-0.4
COc1ccc(NC(=O)Nc2ccc3oc(C)nc3c2)cc1,i,-3,6,-2,-0.5,-5,-3,2,-0.6
O=S(=O)(NCCc1csc(-c2cccnc2)n1)c1ccc(Cl)s1,i,-23,-13,2,0.2,-3,-2,5,0.0
N#CC1=C2SCN(c3ccccc3)CN2C(=O)CC1c1ccccc1Cl (stereo not drawn),i,-25,-10,1,0.9,1,-2,0,0.4
CCOC(=O)C1=C(COC(=O)/C=C/c2cccc(Br)c2)NC(=O)NC1C (stereo not drawn),i,-2,-1,-3,-0.9,4,3,1,-0.4
CC(=O)Nc1cccc(-c2ccnc3c2CC(C(=O)Nc2ccc4c(c2)OCO4)O3)c1 (stereo not drawn),i,-9,6,6,-0.7,-3,2,-2,-0.1
Cc1cccc2c1N(CCOc1ccccc1)C(=O)C2=O,i,12,1,6,-0.1,0,-7,0,-0.3
CCn1c(SCC(=O)Nc2cc(OC)ccc2OC)nc2c(c1=O)SCC2,i,3,-5,-5,0.7,4,-3,3,0.1
O=[N+]([O-])c1ccc(-c2cn(-c3ccccc3F)c(=S)[nH]2)cc1,i,-33,5,-15,0.2,2,-4,5,-0.4
CCCOc1ccc(-c2nnn(CC(=O)c3ccc4c(c3)OCCO4)n2)cc1,i,4,-2,-3,0.2,36,1,0,-0.1
CCOc1ccc(C(CC(=O)O)NC(=O)Cc2ccccc2)cc1OC (stereo not drawn),i,-2,-1,-5,-1.1,-4,1,3,-1.5
COCCn1c(SCC(=O)Nc2cc(C)on2)nc2cc(Cl)ccc2c1=O,i,6,-2,-3,-0.8,-2,2,2,0.0
O=C(N/N=C/c1ccc(-c2ccccc2[N+](=O)[O-])o1)c1cncc(Br)c1,i,19,-5,-5,3.8,3,4,-2,0.0
Cc1ccc(SC[C@H](c2ccccc2)N2CCN(CC(C)C)CCC2=O)cc1,i,10,-6,2,0.9,22,-1,-1,0.3
CN(CCCC(=O)Nc1ccncc1)S(=O)(=O)c1ccc(Cl)cc1,i,4,-3,7.9*,-1.5,-2,-1,-1,-0.2
COc1ccc(S(=O)(=O)N2CCOC2CNC(=O)C(=O)NCC(C)C)cc1OC (stereo not drawn),i,-6,6,-5,0.2,-4,4,-3,-0.5
Cc1ccc(S(=O)(=O)NN2C(=O)/C(=C/c3cccnc3)SC2=S)cc1,i,8,-1,-2,2.8,-3,-1,-3,1.0
O=S(=O)(N1CCCCC1)n1c(Cc2ccccc2)nc2ccccc21,i,0,3,1,-0.1,29,-1,2,-0.8
COc1ccc(-c2cc(C(=O)Nc3ccc4c(c3)OCO4)no2)cc1OC,i,-8,6,-5,-0.5,-6,0,-6,-0.6
Cc1cc(OCC(=O)N(C)Cc2ccccc2)ccc1Br,i,-8,-21,-2,0.1,22,-1,0,0.1
Cc1nc2ccccc2cc1O,x,-12,3,-4,1.2,-14,4,-1,-0.5
COc1cc(Br)c(S(=O)(=O)Nc2c(C)n(C)n(-c3ccccc3)c2=O)cc1OC,i,6,-9,-2,1.4,-6,2,0,-0.6
# (continued)
SMILES,Neddyl block,MLLE-PAM2 inh,eLon inh,MsrA act,MsrA inh,FAS TE block,Rin1-Abl PPI inh,CSN deneddyl inh,Tb MetRS inh
Cc1cccc(NC2=NC(=S)N(c3cccc(C(=O)O)c3)C23CCCCC3)c1,i,-88,-2,-3,-0.7,-4,6,0,0.1
O=C(CSc1nc(=O)n(CCCN2CCOCC2)c2c1CCC2)Nc1ccccc1F,i,1,8,-4,1.3,-8,0,6,-0.3
CC[C@H](C)[C@H](NS(=O)(=O)c1ccc(C)cc1)C(=O)N1CCC(C(=O)N[C@@H](C)C(=O)O)CC1,i,-1,-2,-7,1.1,-10,3,-4,-1.4
CC(C)NC(=S)N/N=C/C1=CCC2CC1C2(C)C (stereo not drawn),i,14,5,0,0.3,12,-5,-9,0.1
CCNC(=S)Nc1ccc(Oc2ccccc2)cc1,i,-33,-3,1,-1.2,-6,-1,5,-0.1
Cc1ccc(CC(=O)Nc2nc3ccccc3[nH]2)cc1C,i,0,-4,-3,-0.2,-12,-2,-2,0.8
CCOc1ccc(Br)cc1S(=O)(=O)Nc1nc(CN2CCOCC2)nc2sc(C)c(C)c12,i,-23,-25,-8,0.5,0,-1,10,-0.7
CCCN(CCC)S(=O)(=O)c1cc2c(cc1Br)CCN2C(=O)CC,i,9,-1,-1,0.8,25,-2,1,0.2
COc1ccc(NCC(=O)N/N=C/c2cc([N+](=O)[O-])ccc2N2CCCC2)cc1,i,-1,-4,-5,1.5,30,-2,-5,0.6

# Reprinted from above, seven compounds:
SMILES,Neddyl block,MLLE-PAM2 inh,eLon inh,MsrA act,MsrA inh,FAS TE block,Rin1-Abl PPI inh,CSN deneddyl inh,Tb MetRS inh
CC[C@H](C)[C@H](NS(=O)(=O)c1ccc(C)cc1)C(=O)N1CCC(C(=O)N[C@@H](C)C(=O)O)CC1,i,-1,-2,-7,1.1,-10,3,-4,-1.4
CC(C)NC(=S)N/N=C/C1=CCC2CC1C2(C)C (stereo not drawn),i,14,5,0,0.3,12,-5,-9,0.1
CCNC(=S)Nc1ccc(Oc2ccccc2)cc1,i,-33,-3,1,-1.2,-6,-1,5,-0.1
Cc1ccc(CC(=O)Nc2nc3ccccc3[nH]2)cc1C,i,0,-4,-3,-0.2,-12,-2,-2,0.8
CCOc1ccc(Br)cc1S(=O)(=O)Nc1nc(CN2CCOCC2)nc2sc(C)c(C)c12,i,-23,-25,-8,0.5,0,-1,10,-0.7
CCCN(CCC)S(=O)(=O)c1cc2c(cc1Br)CCN2C(=O)CC,i,9,-1,-1,0.8,25,-2,1,0.2
COc1ccc(NCC(=O)N/N=C/c2cc([N+](=O)[O-])ccc2N2CCCC2)cc1,i,-1,-4,-5,1.5,30,-2,-5,0.6
